Assay outcomes as filed in PubChem.
NPY-Y2 PAM-ag: NPY-Y2 potentiators or agonists, primary screen, cell-based; 220,000 tested, 0.45% active; AID 1359, 2008; activation, % at 3.6 µM; Neuropeptide Y receptor type 2 (Homo sapiens), P49146; cells expressing NPY-Y2, potentiator/agonist read-out; in the data active = activation above about 27%;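 also: cells stimulated with NPY near EC25 plus isoproterenol at EC100; 0% = vehicle plus submaximal agonist and 100% = vehicle plus saturating agonist; some results beyond the cut were filed as inactive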
p97 ATPase inh: inhibitors of human p97 ATPase, primary screen, biochemical; recombinant p97 ATPase, Kinase-Glo ATP luminescence, 3 h; inhibition, % at 8 µM; Transitional endoplasmic reticulum ATPase (Homo sapiens), P55072; 220,000 tested, 0.42% active; in the data active = inhibition above about 15%;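 also: 0% = DMSO vehicle and 100% = wells lacking enzyme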
eIF4E-4G inh: eIF4E–eIF4G protein interaction inhibitors, primary screen, biochemical, uHTS, TR-FRET, eIF4GI fragment | inhibition, % at 21.7 µM | AID 782, 2007 | TR-FRET eIF4E-eIF4GI(517-606) binding, 2 h | 220,000 tested, 0.37% active;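 active = inhibition above about 30%, limit read from the data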;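 also: 0% = full FRET control wells and 100% = background wells lacking eIF4GI fragment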
S1P4 antagonist: S1P4 receptor antagonists, primary screen, cell-based; AID 1510, 2009; 220,000 tested, 0.26% active; S1P4-expressing cells, antagonist mode, reporter read-out; inhibition, % at 4.98 µM; Sphingosine 1-phosphate receptor 4 (Homo sapiens), O95977; in the data active = inhibition above about 29%;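 also: 0% = wells stimulated with agonist and 100% = vehicle wells without agonist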
Target sequence (O95977 whole entry, looked up): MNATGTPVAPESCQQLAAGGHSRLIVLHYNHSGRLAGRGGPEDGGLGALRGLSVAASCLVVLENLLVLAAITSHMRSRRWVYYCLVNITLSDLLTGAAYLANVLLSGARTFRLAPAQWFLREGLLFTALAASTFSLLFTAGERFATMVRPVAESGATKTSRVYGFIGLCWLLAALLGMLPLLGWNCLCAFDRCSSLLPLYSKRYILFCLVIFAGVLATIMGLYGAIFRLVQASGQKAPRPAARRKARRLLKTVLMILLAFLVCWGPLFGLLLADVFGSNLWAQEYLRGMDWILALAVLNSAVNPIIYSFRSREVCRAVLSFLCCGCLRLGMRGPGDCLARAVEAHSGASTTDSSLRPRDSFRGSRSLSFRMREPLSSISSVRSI
NPY Y1 blocker: NPY-Y1 receptor antagonists, primary screen, cell-based; 200,000 tested, 1% active; HEK293-CNG Y1 cells, membrane potential fluorescence; NPY at EC95, then isoproterenol; inhibition, % at 3.6 µM;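 active = inhibition above the campaign mean inhibition of all tested compounds plus 3 SD, cut at about 20% in these data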;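 also: 0% = DMSO wells given NPY plus isoproterenol and 100% = isoproterenol alone without NPY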
Target sequence (P25929 whole entry, looked up): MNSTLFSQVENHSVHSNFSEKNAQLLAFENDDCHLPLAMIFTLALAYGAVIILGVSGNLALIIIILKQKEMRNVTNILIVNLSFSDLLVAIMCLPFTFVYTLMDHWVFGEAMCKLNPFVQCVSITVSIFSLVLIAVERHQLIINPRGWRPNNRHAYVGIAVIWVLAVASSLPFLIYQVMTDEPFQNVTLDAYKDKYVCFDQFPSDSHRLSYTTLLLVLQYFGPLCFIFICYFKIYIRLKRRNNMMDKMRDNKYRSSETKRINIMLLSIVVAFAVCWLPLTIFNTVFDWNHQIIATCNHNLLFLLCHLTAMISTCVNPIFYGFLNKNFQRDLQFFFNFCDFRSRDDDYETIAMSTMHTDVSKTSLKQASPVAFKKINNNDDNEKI
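System: HEK293 cells with Y1 receptor plus CNG channel / Probe or stimulus: NPY 25 nM then isoproterenol 1 µM plus Ro 20-1724 25 µM / Compound: one concentration, 3.6 µM, in 0.4% DMSO / Schedule: compound incubation 1 h at room temperature, readout 45 min post-stimulation / Measured by: membrane potential fluorescence / Read-out: % inhibition of NPY effect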
NPY-Y1 PAM-ag: NPY-Y1 receptor potentiators or agonists, primary screen, cell-based. NPY-Y1 expressing cells, potentiator/agonist activation. AID 1304, 2008. Neuropeptide Y receptor type 1 (Homo sapiens), P25929. 220,000 tested, 0.37% active. activation, % at 3.6 µM; in the data active = activation above about 33%, passing the limit was not always enough;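 also: cells stimulated with NPY at EC10 then isoproterenol at EC100; 0% = low agonist plus stimulus and 100% = saturating agonist plus stimulus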
EP2 modulator: EP2 receptor modulators, cAMP readout, primary screen, cell-based, HTRF cAMP, PGE2 stimulation. induction, % at 25 µM. EP2-expressing cells, cAMP HTRF FRET, PGE2 co-stimulation. 260,000 tested, 0.83% active. Prostaglandin E2 receptor EP2 subtype (Homo sapiens), P43116;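 active = compounds whose cAMP rise, as percent of the full-agonist control response, exceeds 60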;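 also: rat C6 glioma line stably carrying human EP2 under a CMV promoter; the protocol text gives 20 µM as final concentration; 100% = response of wells given 1 µM PGE2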
S1P4 ag: S1P4 receptor agonists, primary screen, cell-based | S1P4-expressing cell line, agonist reporter assay | activation, % at 4.98 µM | 220,000 tested, 0.35% active | AID 1509, 2009; in the data active = activation above about 11%;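 also: 0% = DMSO vehicle and 100% = reference agonist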
PGE2 EP2 inh: human EP2 receptor antagonists, primary screen, TR-FRET cAMP, C6 glioma cells; C6 glioma cells expressing human EP2; cells stimulated with saturating PGE2; Prostaglandin E2 receptor EP2 subtype (Homo sapiens), P43116; 260,000 tested, 0.52% active; inhibition, % at 25 µM;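 active = percent inhibition above 40 after rounding to a whole number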;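 also: rat C6 glioma host cells with rolipram phosphodiesterase inhibitor present; the protocol text gives 20 µM as final concentration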
Active calls of the source: *; · = no result given; & = joins results of further samples; [ ] = another dose, or the depositor's remark. Not all compounds are listed (hit frequency here may not be typical).

SMILES	NPY-Y2 PAM-ag	p97 ATPase inh	eIF4E-4G inh	S1P4 antagonist	NPY Y1 blocker	NPY-Y1 PAM-ag	EP2 modulator	S1P4 ag	PGE2 EP2 inh
COC(=O)C1=C(N)Oc2cc(C)n(Cc3ccncc3)c(=O)c2C1c1cccnc1 (stereo not given)	-10	-6	·	-7	-3	5	·	-2.0	9
CC1CCN(C(=O)CN2C(=O)C(C)(C)Oc3ccc(C(=O)NC4CCCC4)cc32)CC1	4	-6	-4	5	-3	0	-42&7	-1.0	4&8
O=C(Cc1ccc(Cl)cc1)NN1C(=O)c2ccccc2C1=O	1	5	-2	-4	1	11	3	-0.7	15
Cc1cccc(NC(=O)c2cc(NC(=O)c3ccccc3)ccc2N2CCCCC2)c1	-4	-1	-5	-14	-2	11	17	1.4	10
COc1ccccc1C(=O)NNC(=O)c1ccc(F)cc1	5	-7	-2	-5	3	-5	7	-0.1	0
O=C1CCCCC1C(=O)c1ccccc1 (stereo not given)	-4	5	-7	-11	·	25	27	0.4	8
COc1ccc(NC(=O)C2CSC(C)(C)N2C=O)cc1 (stereo not given)	-2	4	-4	-1	3	-11	27	2.1	11
COc1ccc(C(=O)NCc2nnc(SCC(=O)N3CCCCC3)o2)cc1OC	2	-4	-7[fluorescence artefact?]	-10	1	-14	-7	-0.9	20
NC(=O)[C@@H]1CCCNc2c(F)cc([N+](=O)[O-])cc2C(=O)N[C@@H](CO)C(=O)NCC(=O)N1	5	-2	1[fluorescence artefact?]	-17	-4	-36	22	0.8	10
CCn1cc(C(=O)NC(=S)Nc2cccc(O)c2)cn1	-2	0	7	8	-1	3	-24	0.9	16
O=C(O)/C=C\C(=O)NCc1ccccc1	0	2	-1[fluorescence artefact?]	-12	-1	-13	37	-1.1	15
O=C(COc1ccccc1C(=O)NCc1ccncc1)Nc1ccc(Br)cc1	4	2	-2	-11	-3	1	-67	0.8	8
CCCn1cc(CN2CCCC(CNC(=O)c3ccc(F)cc3)C2)c(C)n1 (stereo not given)	0	1	2	-3	-2	-5	-2	0.3	7
C#CCn1c(-c2cccs2)nc2ccccc21	-3	7	1	7	6	18	-2	0.7	2
COc1ccc(NC(=O)c2ccc(CNS(=O)(=O)c3cccc(OC)c3)cc2)cc1	10	3	-3	-1	-8	19	-14	-0.2	14
CCCC1=C(C(=O)OCC)C(c2cccnc2)n2nc(C)nc2N1 (stereo not given)	-10	-8	-1	0	·	-5	24	-0.6	4
O=C(O)Cc1c(-c2ccccc2)c2cc(Br)ccc2[nH]c1=O	-26	-2	1	-9	·	-40	-3	-1.5	8
O=C(c1ccc(CN2CCc3ccccc3C2)cc1)N1CCN(c2ccc(F)cc2)CC1	12	-3	·	-1	10	8	·	0.9	16
CCN(CC)S(=O)(=O)c1ccc(NC(=O)[C@@H](NC(=O)c2cc(OC)cc(OC)c2)C(C)C)cc1	-23	-4	3	0	1	7	-1	-1.5	2
O=C(CN1C(=O)c2cccc3cccc1c23)NCc1ccccn1	-9	3	-2	-6	-7	22	-33&13	1.1	6&7

Arranged by length of the SMILES (highest first): part of the list above
SMILES	NPY-Y2 PAM-ag	p97 ATPase inh	eIF4E-4G inh	S1P4 antagonist	NPY Y1 blocker	NPY-Y1 PAM-ag	EP2 modulator	S1P4 ag	PGE2 EP2 inh
O=C(c1ccc(CN2CCc3ccccc3C2)cc1)N1CCN(c2ccc(F)cc2)CC1	12	-3	·	-1	10	8	·	0.9	16
CCCn1cc(CN2CCCC(CNC(=O)c3ccc(F)cc3)C2)c(C)n1 (stereo not given)	0	1	2	-3	-2	-5	-2	0.3	7
O=C(CN1C(=O)c2cccc3cccc1c23)NCc1ccccn1	-9	3	-2	-6	-7	22	-33&13	1.1	6&7
COc1ccc(NC(=O)C2CSC(C)(C)N2C=O)cc1 (stereo not given)	-2	4	-4	-1	3	-11	27	2.1	11
COc1ccccc1C(=O)NNC(=O)c1ccc(F)cc1	5	-7	-2	-5	3	-5	7	-0.1	0
C#CCn1c(-c2cccs2)nc2ccccc21	-3	7	1	7	6	18	-2	0.7	2
O=C(O)/C=C\C(=O)NCc1ccccc1	0	2	-1[fluorescence artefact?]	-12	-1	-13	37	-1.1	15

Further entries follow:
SMILES	NPY-Y2 PAM-ag	p97 ATPase inh	eIF4E-4G inh	S1P4 antagonist	NPY Y1 blocker	NPY-Y1 PAM-ag	EP2 modulator	S1P4 ag	PGE2 EP2 inh
COc1ccc2cc(CCNC(=O)c3c(-c4ccccc4Cl)noc3C)c(=O)[nH]c2c1	-4	1	3	6	3	-10	3	-1.7	8
COc1ccc(/C=C2\CCCC(C(=O)C(F)(F)F)=C2O)cc1OC	-1	1	-6	12	6	-12	21	-0.2	6
O=C1CC(Sc2nnnn2C2CCCCC2)C(=O)N1c1ccccc1 (stereo not given)	0	4	1	6	7	-17	22	0.4	21
CC(C)(C)c1nc2scc(-c3ccc(Cl)cc3)c2c(=O)o1	-12	-3	-11	-20	-2	-13	-20	1.7	6
O=C1CCCC2=C1C(c1cccs1)Nc1ccccc1N2 (stereo not given)	3	0	8	-25	0	4	0	1.5	14
COc1cccc(NC(=O)CSc2nc(C)cs2)c1	-5	-3	1	-6	3	-17	28	0.1	7
O=C(CCN1C(=O)c2ccccc2C1=O)Nc1ccncc1	6	5	3[fluorescence artefact?]	-19	-3	18	14	0.8	9
Cc1nc2nc[nH]n2c(=O)c1CC(=O)O	-10	0	-3[fluorescence artefact?]	-8	3	3	13	-3.2	10
Cc1cc(C(=O)CN2CCCC(C)C2)c(C)n1-c1ccc(F)cc1 (stereo not given)	-16	0	-2	-22	9	-43	16	1.1	6
COc1ccc(OC)c(C2C(C(N)=O)=C(C)Nc3nc(-c4cccc(Cl)c4)nn32)c1 (stereo not given)	15	0	-3	-26	-6	11	-4	2.6	21
CCCCOc1ccc(C)cc1CN(CCO)CCO	-7	-3	-5[fluorescence artefact?]	-9	4	-7	20	2.0	10
COCCn1c(N)c(NCc2ccccc2)c(=O)n(CC(=O)Nc2cc(C)ccc2C)c1=O	2	2	-10[fluorescence artefact?]	-9	-4	-17	5	-1.9	1
CCOCCCNC(=O)c1ccc(N(C)S(=O)(=O)c2ccc(OC)cc2)cc1	8	4	-2	10	2	3	-53	0.1	6
O=S1(=O)N=C2CCCN2C(c2ccc(F)cc2)N1 (stereo not given)	11	-4	4	12	13	-1	-3	-0.2	5
CCCN(CC1CC1)S(=O)(=O)c1ccc(-n2cnnn2)c(OC)c1	1	-1	-1[fluorescence artefact?]	-9	3	21	-75&13	1.2	6&0
N/C(=N\NC(=O)Nc1ccccc1)c1ccccn1	-3	3	0	-6	·	12	13	1.9	9
CCOc1cc(NC(=O)CC(C)C)c(OCC)cc1NC(=O)CCn1nnc2ccccc21	-16	-4	-7	8	6	-19	15	0.1	2
CC(C)(C)C(=O)OCc1nc(-c2ccc(F)cc2)cs1	4	7	2	10	·	4	4	-1.1	15
c1ccc(-c2nn3cnnc3c3ccccc23)cc1	-8	2	1	-9	7	-10	32	1.6	5
Cc1cc(Nc2ccc(C)c(Cl)c2)nc(N2CCOCC2)n1	-24	-1	-1	-1	·	-2	16	1.3	8

Ordered by the number under EP2 modulator (falling): some entries from above
| SMILES | EP2 modulator |
| --- | --- |
| CCCCOc1ccc(C)cc1CN(CCO)CCO | 20 |
| Cc1cc(C(=O)CN2CCCC(C)C2)c(C)n1-c1ccc(F)cc1 (stereo not given) | 16 |
| O=C1CCCC2=C1C(c1cccs1)Nc1ccccc1N2 (stereo not given) | 0 |
| CC(C)(C)c1nc2scc(-c3ccc(Cl)cc3)c2c(=O)o1 | -20 |

Continuation:
SMILES	NPY-Y2 PAM-ag	p97 ATPase inh	eIF4E-4G inh	S1P4 antagonist	NPY Y1 blocker	NPY-Y1 PAM-ag	EP2 modulator	S1P4 ag	PGE2 EP2 inh
COc1ccc(N/N=C(\C#N)C(N)=O)cc1	-13	0	-7	-13	-1	-16	-13	2.8	0
CCCCCOC(=O)CC(C(=O)OCCCCC)N1CCCCC1 (stereo not given)	21	4	6	-4	-3	-7	43	0.2	7
Cc1cnc(NC(=O)CN(C)S(=O)(=O)c2ccc(Cl)cc2)s1	3	1	-1	-7	2	-18	-4	2.8	14
CCCCNC(=O)c1cc2cc(OC)ccc2[nH]1	11	1	0	-3	·	22	-66	-0.2	8
Cn1cc(S(=O)(=O)CC(=O)Nc2ccc3c(c2)OCO3)c2ccccc21	8	6	9[fluorescence artefact?]	0	-1	-18	4	-2.4	15
Nc1ccc(N=Nc2ccccc2)c(N)n1	18	-10	1	-10	2	5	-13&-17	0.2	11&14
COC(=O)c1sccc1NC(=O)/C=C\c1ccc(Cl)cc1Cl	-1	-3	1	-17	5	14	25	2.5	12
COc1ccccc1Nc1nc(-c2sc(NC(=O)C(C)(C)C)nc2C)cs1	11	-3	-2	-13	-10	20	-5	-0.6	3
Brc1ccc(OCc2cn3ccccc3n2)cc1	-2	0	3	6	-1	3	-33	-2.1	5
Nn1c(Cc2cccc3ccccc23)nnc1SCCOc1ccc(Br)cc1	-11	-4	1[fluorescence artefact?]	-20	3	16	-29	-0.1	7
N#Cc1ccc2ccn(CC(=O)NC3CCCCC3)c2c1	-22	4	·	-2	6	3	·	0.1	11
NC(=O)c1ccc(-n2nnnc2Oc2ccccc2C(=O)N2CCOCC2)cc1	13	2	6[fluorescence artefact?]	-11	-5	-8	-4	-0.5	13
c1nc(NCC2CCCO2)c2[nH]cnc2n1 (stereo not given)	3	-2	·	4	9	0	·	2.1	2
Cn1cnnc1Sc1nc2ccccc2nc1NS(=O)(=O)c1ccccc1	11	1	2	-9	-1	-3	30	-0.8	10
O=C(Cc1cccs1)N1CCN=C1SCc1ccc(Br)cc1	-22	2	3	-20	2	-6	-15	3.3	3
CCC(=O)c1ccc(OCC(O)Cn2nc(C)c(C(C)=O)c2C)cc1 (stereo not given)	2	-2	1	-3	-2	11	-22	-1.9	6
COc1cccc(CNCC(=O)N2C(C)CCCC2C)c1 (stereo not given)	0	5	-3	-2	-1	9	31	-2.4	6
CCNC(=O)COC(=O)c1csc2c1CCCC2	8	-1	9	-28	8	22	8	3.1	2
CCS(=O)(=O)Nc1cccc(C2=NN(S(=O)(=O)c3ccccc3)C(c3cccs3)C2)c1 (stereo not given)	-3	0	-3	-5	16	-5	5	0.8	6
Cc1cc(C)c2nc(N)sc2c1	-13	-1	-1	-8	3	-5	-15	-0.5	9
